CRFBP-R2 block: antagonists of CRF-BP/CRF-R2 complex, primary screen, cell-based, HEK293, calcium dye fluorescence, uHTS | CRF-induced calcium fluorescence | inhibition, % at 11.8 µM | hit rate 0.59% among 350,000 | AID 588475, 2011;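 active = inhibition of the ligand-induced calcium signal above about 50% at the single tested concentration, limit read from the data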
CHRM4 PAM: human M4 muscarinic receptor positive allosteric modulators, primary screen, CHO-K1 cells, Fluo-8 calcium fluorescence; Muscarinic acetylcholine receptor M4 (Homo sapiens), P08173; activation, % at 3 µM; hit rate 0.4% among 360,000; AID 624126, 2012; CHO-K1 hM4/Gqi5, ACh EC20; 0% = ACh EC20, 100% = maximal ACh;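 active = activation above its plate's cutoff, the mean activation of sample wells plus 3 SD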; also: some results filed as inactive read as strong as hits
PHOSPHO1 block: PubChem AID 1565. inhibition, % at 13.3 µM. recombinant PHOSPHO1, absorbance phosphatase assay. hit rate 1.1% among 290,000. Phosphoethanolamine/phosphocholine phosphatase (Homo sapiens), Q8TCT1; in the data active = inhibition above about 60%
pCIP destab: p/CIP-EGFP fusion destabilizers, primary screen, fluorescence, F442A cells. hit rate 0.01% among 290,000. AID 1984, 2009. 16 h. decrease of EGFP signal, % at 10 µM. Q05BA5;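 active = EGFP signal decrease of at least 30% at 10 µM or well 3 SD below plate mean, unless failing retest; inactive = the rest, including hits failing retest or dose response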; also: some compounds called inactive have numbers as strong as hits; many of its hits are not listed in these tables
IDE cell inh: human IDE inhibitors in live cells, primary screen, fluorescence polarization, HEK cells, FAbetaB substrate. Insulin-degrading enzyme (Homo sapiens), P14735. FAbetaB cleavage. inhibition, % at 5.59 µM. hit rate 0.41% among 320,000;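 active = percent inhibition above the average of all tested compounds plus 3 SD, set per screening campaign, cut at about 16% in these data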;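 also: IDE supplied by intact live HEK cells; FP after avidin binding of uncleaved biotin substrate so inhibition keeps polarization high; 0% = DMSO wells and 100% = 60 µM reference IDE inhibitor Ii1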
GalR3 antagonist: GalR3 antagonists in HEK293 cells, primary screen, cell-based, fluorescence readout | Galanin receptor type 3 (Homo sapiens), O60755 | HEK293 GalR3-CNG cAMP membrane potential fluorescence; galR3 body fused to GalR1 C-terminus | inhibition, % at 3 µM | hit rate 0.44% among 360,000;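 active = inhibition above the screen-wide average plus 3 SD, cut at about 13% in these data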;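 also: forskolin and galanin both at EC90 stimulate the cells; cAMP rise reported by CNG channel membrane potential dye signal; 0% = forskolin plus galanin with DMSO and 100% = forskolin alone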
Target sequence (O60755 1-299 limits assumed): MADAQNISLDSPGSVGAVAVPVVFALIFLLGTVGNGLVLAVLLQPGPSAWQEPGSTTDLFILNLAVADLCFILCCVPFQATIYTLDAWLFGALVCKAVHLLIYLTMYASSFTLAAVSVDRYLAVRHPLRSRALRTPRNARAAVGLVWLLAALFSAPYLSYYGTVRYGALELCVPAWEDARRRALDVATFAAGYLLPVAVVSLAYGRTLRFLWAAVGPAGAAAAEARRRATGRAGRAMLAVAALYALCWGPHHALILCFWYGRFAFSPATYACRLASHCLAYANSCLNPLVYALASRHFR
MEKK3 PB1 HTS: modulators of MEKK3-MEK5 PB1 binding, primary screen, biochemical, wildtype MEKK3, multiplex bead flow cytometry, Alexa488-MEK5. Mitogen-activated protein kinase kinase kinase 3 (Homo sapiens), Q99759. bead-based flow cytometry, Alexa488-MEK5 binding to MEKK3; actives lie on both sides; 0 = blocked by unlabeled MEK5, 100 = vehicle. binding response (% of control), % at 10 µM. hit rate 1.4% among 290,000;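 active = binding response more than 3 SD above or below the average of its plate-row segment, actives on both sides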;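 also: Alexa488 bead fluorescence after subtracting the streptavidin-only scavenger bead signal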
Target sequence (Q99759 whole entry, looked up): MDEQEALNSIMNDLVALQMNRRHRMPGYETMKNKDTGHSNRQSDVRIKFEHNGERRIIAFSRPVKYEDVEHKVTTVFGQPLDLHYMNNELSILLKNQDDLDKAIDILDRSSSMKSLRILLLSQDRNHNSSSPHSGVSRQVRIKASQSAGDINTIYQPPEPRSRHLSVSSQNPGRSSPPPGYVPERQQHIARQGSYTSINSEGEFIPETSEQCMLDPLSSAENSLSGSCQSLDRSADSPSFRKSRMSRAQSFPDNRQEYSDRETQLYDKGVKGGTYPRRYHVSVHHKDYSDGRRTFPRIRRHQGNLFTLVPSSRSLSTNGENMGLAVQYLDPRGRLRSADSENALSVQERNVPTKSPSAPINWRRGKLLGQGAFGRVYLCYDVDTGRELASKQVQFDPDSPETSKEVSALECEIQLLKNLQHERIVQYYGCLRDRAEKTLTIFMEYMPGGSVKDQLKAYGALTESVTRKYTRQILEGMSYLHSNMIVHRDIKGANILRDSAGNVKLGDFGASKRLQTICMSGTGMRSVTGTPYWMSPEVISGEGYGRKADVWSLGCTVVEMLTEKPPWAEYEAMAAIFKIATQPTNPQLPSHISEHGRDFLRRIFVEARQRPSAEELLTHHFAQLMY
IDE cell activ: human IDE activators in live cells, primary screen, fluorescence polarization, HEK cells, FAbeta-B substrate. FAbeta-B cleavage; 0% vehicle, 100% cell-free pure enzyme wells. hit rate 0.073% among 340,000. AID 493087, 2011. activation, % at 5.96 µM;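 active = activation above the mean of all tested compounds plus 3 SD, set per screening campaign, cut at about 17% in these data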
CRFBP-R2 agonist: agonists of CRF-BP/CRF-R2 complex, primary screen, cell-based, HEK293, calcium dye fluorescence, uHTS; calcium dye fluorescence (FLIPR); percent of saturating CRF peptide response; hit rate 0.46% among 350,000; activation, % at 13.2 µM;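 active = activation of at least 50%, plus an integration ratio under a set limit after plate pattern correction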;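 also: plate controls were neutral control wells without compound for no effect and CRF at EC100 for full effect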
Active calls of the source: *; . = not tested or not shown; [ ] = remark or other dose.

SMILES	CRFBP-R2 block	CHRM4 PAM	PHOSPHO1 block	pCIP destab	IDE cell inh	GalR3 antagonist	MEKK3 PB1 HTS	IDE cell activ	CRFBP-R2 agonist
CCOC(=O)c1cnc2ccccc2c1NCCO	17.1	5.1	2.8	-5.9	-0.6	-6.5	87.0	4.7	-0.9
OC(COc1ccc2c(c1)CCC2)Cn1cnc2ccccc21 (stereo unspecified)	-16.7	-3.3	8.7	7.6	-1.7	-0.2	103.0	-3.2	0.9
Cc1ccc(C)c(NC(=S)N2CCC(c3nc4ccccc4s3)CC2)c1	0.2	-10.5	4.4	-2.6	7.4	-10.4	103.0	5.1	0.7
NC(=O)COn1c(SCC(N)=O)nc2ccccc2c1=O	3.4	1.4	17.7	-1.2	3.0	4.0	96.0	-2.7	-0.1
Cc1ccc2oc(C(=O)N3CCN(C)C[C@@H]3C(C)C)c(C)c2c1	15.8	4.4	30.2	-17.3	1.1	-0.3	102.0	0.9	-0.3
CCOC(=O)c1ccc(NC(=O)CC2S/C(=N/N=C/c3c[nH]c4ccccc34)NC2=O)cc1 (stereo unspecified)	-36.7	-2.6	6.3	-7.1	-1.4	-7.2	104.0	-0.1	-0.6
COc1ccc(C2C(C(=O)c3ccco3)=C(O)C(=O)N2Cc2cccnc2)cc1OC (stereo unspecified)	5.6	-0.6	45.9	-12.2	2.9	2.1	98.0	3.0	-1.7
CCOc1nc(-c2ccccc2)c2cc(Br)ccc2n1	-4.1	2.0	24.8	10.4	-7.5	-10.4	104.0	0.6	2.1
C=C(C)C(=O)OC1(C(F)(F)F)Oc2cc(C)ccc2NC1=O (stereo unspecified)	-6.3	-7.7	-1.6	-18.1	-2.3	-0.3	95.0	-3.4	-6.5
COc1ccc(N(CC(=O)Nc2nccs2)S(=O)(=O)c2c(C)[nH]c(=O)[nH]c2=O)cc1	-0.1	-3.0	24.3	11.4	-2.2	-2.1	85.0	-1.6	0.4
CCCNc1c(NS(=O)(=O)c2ccc(NC(=O)CC)cc2)c(=O)oc2ccccc12	-0.4	-5.3	48.8	3.5	-0.1	-6.4	101.0	6.3	-1.0
COc1ccc(OCc2nc3ccccc3[nH]2)cc1	7.9	-6.3	3.2	0.4	-1.1	-8.4	96.0	-2.2	-0.2
CCc1ccc(/C=C/C(=O)c2ccc(N3CCOCC3)cc2)cc1	0.4	-12.7	-3.4	-13.3	-1.2	-3.1	117.0	0.5	-0.9
Cc1cccc(NC(=O)c2ccc(S(=O)(=O)N(C)c3ccccc3)cc2)n1	-4.8	-10.0	.	.	0.4	-6.8	.	5.3	-0.7
COc1cc(Cl)c(CN2CCC(CCC(=O)NC3CC3)CC2)cc1OC	-9.6	7.0	.	13.6	5.2	-7.5	100.0	3.1	-0.6
O=C(C1CCCCC1)N1CC(=O)N2CCc3ccccc3C2C1 (stereo unspecified)	.	.	6.0	3.2	-3.5	.	93.0	.	.
COc1ccc(/C=C/C(=O)Nc2ccc(C)c(S(=O)(=O)N3CCOCC3)c2)cc1	-2.8	-8.0	.	.	9.4	-2.7	.	-3.2	1.3
CCN1CCN(c2ncc(C(=O)N3CCCc4ccccc43)c3ccccc23)CC1	-28.9	-5.9	7.0	0.0	-3.1	-6.1	103.0	-4.0	0.9
COCCn1nnnc1SCC(=O)c1ccc(F)cc1	11.6	4.8	-19.8	-6.5	-4.1	-3.7	100.0	-1.1	1.1
C[C@@H]1CCCCO[C@H](CN(C)S(=O)(=O)c2cccs2)[C@@H](C)CN([C@H](C)CO)C(=O)c2cc(NC(=O)Nc3ccc4c(c3)OCO4)ccc2O1	-12.8	-1.8	.	.	.	-5.3	.	.	0.5
Cc1nn(C)cc1CNC(=O)c1ccc(F)cc1	2.7	12.5	9.4	-7.7	-7.5	1.1	99.0	-1.2	-0.7
CC(C)(C)OC(=O)N1Cc2ccccc2C[C@H]1C(=O)NCC(=O)NCC1CCCO1 (stereo partly specified)	-4.2	5.4	31.9	-9.6	-5.3	-8.5	96.0	-3.8	3.0
CC(NC(=O)c1cc([N+](=O)[O-])cc([N+](=O)[O-])c1)c1ccc(-n2ccnc2)cc1 (stereo unspecified)	12.0	3.8	22.6	-8.7	5.6	-2.5	104.0	3.9	-0.1
CCOc1ccc(CCNC(=O)c2cc(S(=O)(=O)N3CCOCC3)ccc2C)cc1OCC	10.5	-2.4	.	.	-2.1	-2.9	.	8.2	0.6
COc1ccc(NC(=O)c2c3c(nc4ccccc24)CCN(Cc2ccccc2)C3)c(OC)c1	-1.9	-10.2	11.9	-4.5	3.5	-5.7	75.0*[inhibitor]	0.1	1.6
SMILES	CRFBP-R2 block	CHRM4 PAM	PHOSPHO1 block	pCIP destab	IDE cell inh	GalR3 antagonist	MEKK3 PB1 HTS	IDE cell activ	CRFBP-R2 agonist
CC(NC(=O)C1CCCCC1)C(=O)NC1=NCCS1 (stereo unspecified)	-13.3	21.6	-0.4	1.9	-2.4	-0.2	95.0	-5.0	2.3
NC(=O)CN1CCN(Cc2ccc3c(c2)OCO3)CC1	18.7	0.8	24.7	8.6	-0.8	-4.8	108.0	2.1	-1.4
COc1ccc(-c2oc3cc(OC)c(O)c(OC)c3c(=O)c2OC)cc1O	-2.3	0.6	43.7	1.5	6.7	6.0	106.0	4.2	-0.6
NS(=O)(=O)c1ccc(CCNC(=O)C(=O)Nc2cc3c4c(c2)CC(=O)N4CCC3)cc1	-1.1	6.1	.	.	0.2	-4.2	.	0.9	-0.4
COc1ccccc1CC(=O)Nc1ccon1	15.3	3.8	.	3.8	1.2	-4.3	101.0	3.2	0.1
CS(=O)(=O)Nc1ccc(C(=O)NCCSCc2ccco2)cc1	-3.5	-0.1	1.8	-15.6	-7.9	2.9	105.0	4.5	-3.8
COc1cc(C(=O)OC2CSCC2NC(=O)c2ccccc2)cc(OC)c1OC (stereo unspecified)	-19.0	-7.0	-1.8	1.1	0.5	1.8	101.0	3.1	-1.4
Fc1ccc(-c2[nH]ncc2CN2CCN(c3ccc(F)cc3)CC2)cc1	-44.8	-3.8	-1.3	-8.2	-1.8	-4.6	88.0	6.2	-0.3
Clc1ccccc1COc1ccc(/C=N/n2cnnc2)cc1	9.8	0.4	1.0	-0.5	10.3	-2.9	97.0	3.8	-1.0
NNC(=O)/C(=C\c1ccco1)NC(=O)c1ccco1	-1.1	-1.6	44.1	-14.9	6.0	-4.8	91.0	2.8	-1.0
CC1(c2nnc(-c3ccccc3)o2)CC(c2ccccc2)=NO1 (stereo unspecified)	13.1	10.0	.	.	9.4	-3.6	97.0	0.1	-2.1
COc1c(O)c(O)c2oc(-c3ccccc3)cc(=O)c2c1OC	-3.0	6.4	27.7	-16.4	7.0	-0.5	101.0	-1.2	-3.0
COc1ccc(NC(=O)Cn2nnc(-c3ccccc3F)n2)cc1	10.3	1.7	-13.5	-8.7	1.0	1.9	103.0	5.3	-0.3
COc1ccc(CC(=O)Nc2ccc(C(=O)Nc3ccccc3C(=O)O)cc2)cc1OC	10.4	12.4	-8.8	5.2	-1.0	-5.0	109.0	-4.1	0.5
COc1ccc(S(=O)(=O)N2CCOCC2)cc1NC(=O)Cc1ccsc1	7.9	-3.8	.	.	4.3	-6.0	.	0.6	-1.8
O=C(O)CSCC(=O)NCc1ccc(Cl)cc1	-3.5	28.3*	27.1	-2.1	2.0	-4.3	106.0	1.7	-0.1
CC1CCCC(C)N1C(=O)COC(=O)c1ccc(Br)o1 (stereo unspecified)	-5.6	5.7	.	.	2.0	-8.1	.	3.0	-0.2
Cc1cc(NC(=O)c2ccc(Cl)cc2)c(C)cc1O	3.2	-3.6	33.5	3.9	3.0	0.0	99.0	1.6	-0.7
COc1ccc(-c2[nH]ncc2CN(C)Cc2cnccn2)c(OC)c1	23.6	7.9	27.9	-9.8	-1.9	3.0	.	1.9	1.6
C[C@H](CO)N1C[C@H](C)[C@@H](CN(C)S(C)(=O)=O)Oc2c(NC(=O)c3ccncc3)cccc2C1=O	4.7	6.0	.	.	3.5	-2.8	.	6.9	-0.1
COCCn1c(N)c(NCc2ccccc2)c(=O)[nH]c1=O	3.1	-0.2	1.2	5.8	2.3	-10.8	103.0	-0.6	1.3
CCOc1ccc(NC(N)=O)cc1	5.2	15.4	8.7	-12.5	0.2	-2.5	76.0	0.4	0.5
Cc1ccc(S(=O)(=O)Nc2cc(=O)[nH]c(SCc3ccc(Cl)cc3)n2)cc1	17.0	-4.5	1.4	-0.2	0.2	-3.2	105.0	2.4	0.4
CC(=O)C[C@@H](O)CC(=O)[C@H]1OC(=O)[C@H](C)C/C=C\Cc2ccccc21	-15.4	11.9	.	.	8.5	4.8	.	1.1	0.4
CC(C)NCC#CCOc1ccc(Cl)cc1	-10.6	-0.7	15.3	-3.6	3.5	-5.7	102.0	-0.5	0.2

Of the compounds above, 6 have two or more sulfur atoms.
SMILES	CRFBP-R2 block	CHRM4 PAM	PHOSPHO1 block	pCIP destab	IDE cell inh	GalR3 antagonist	MEKK3 PB1 HTS	IDE cell activ	CRFBP-R2 agonist
Cc1ccc(C)c(NC(=S)N2CCC(c3nc4ccccc4s3)CC2)c1	0.2	-10.5	4.4	-2.6	7.4	-10.4	103.0	5.1	0.7
COc1ccc(N(CC(=O)Nc2nccs2)S(=O)(=O)c2c(C)[nH]c(=O)[nH]c2=O)cc1	-0.1	-3.0	24.3	11.4	-2.2	-2.1	85.0	-1.6	0.4
C[C@@H]1CCCCO[C@H](CN(C)S(=O)(=O)c2cccs2)[C@@H](C)CN([C@H](C)CO)C(=O)c2cc(NC(=O)Nc3ccc4c(c3)OCO4)ccc2O1	-12.8	-1.8	.	.	.	-5.3	.	.	0.5
CS(=O)(=O)Nc1ccc(C(=O)NCCSCc2ccco2)cc1	-3.5	-0.1	1.8	-15.6	-7.9	2.9	105.0	4.5	-3.8
COc1ccc(S(=O)(=O)N2CCOCC2)cc1NC(=O)Cc1ccsc1	7.9	-3.8	.	.	4.3	-6.0	.	0.6	-1.8
Cc1ccc(S(=O)(=O)Nc2cc(=O)[nH]c(SCc3ccc(Cl)cc3)n2)cc1	17.0	-4.5	1.4	-0.2	0.2	-3.2	105.0	2.4	0.4

Copied from the list.
Value for CC(C)NCC#CCOc1ccc(Cl)cc1 in pCIP destab: -3.6
Value for CS(=O)(=O)Nc1ccc(C(=O)NCCSCc2ccco2)cc1 in GalR3 antagonist: 2.9
